TGFb inhibitor – blocks TGF-b signaling. HepG2 CAGA-GFP TGF-b/SMAD3 reporter, GFP fluorescence, 18 h; TGF-beta stimulated, 500 pg/mL final. AID 588855. Potency, µM (series often up to 46.1 µM), for inactives: at the top dose activity, negative = inhibition, usual class: inhibitors. hit rate 1.2% among 410,000; also: % is scaled to controls: 0 for no effect and ±100 for the full control effect; nearly all actives have a fitted effect of over 65% in size
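Smad-responsive CAGA-GFP expression was quantified in HEPG2 cells exposed to compounds and 500 pg/mL final TGF-beta for 18 h at 37 degrees C; unstimulated wells defined full inhibition.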
HepG2 tox – counter-screen for TGF-b inhibitors: cytotoxicity in HepG2 cells; HepG2 CAGA-GFP viability, ATP luminescence, 18 h; hit rate 0.76% among 410,000; Potency, µM (doses to about 46.1 µM), for inactives: top-dose activity change, negative = cytotoxicity, actives largely listed as cytotoxic; AID 588856; also: some results filed as inactive show a strong effect at the top dose
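HepG2 CAGA-GFP cells (1000/well, DMEM with 1% FBS) received compound, then TGF-beta at 500 pg/mL final, and were incubated 18 hours at 37 degrees C. Viability was read by CellTiter-Glo luminescence. Media-only wells were set as complete cell-killing and DMSO as no toxicity.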
Nrf2 ARE act – activates Nrf2 signaling; AREc32 ARE-luciferase reporter (MCF7-derived line), luminescence, 24 h; Potency, µM (series often up to 46.1 µM), for the others: at the top dose activation, actives largely listed as activators; hit rate 0.31% among 410,000; AID 624171; also: % of control where 0% means no effect; nearly all actives have a fitted effect of over 65% in size
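Nrf2 activation is followed as ARE-luciferase induction in the AREc32 line after one day of compound treatment; luminescence is read with Steady-Glo.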
Nrf2 inh – inhibitors of Nrf2 signaling. A549 ARE-Fluc reporter, luciferase luminescence, 18-24 h. AID 504444. Potency, µM (highest dose often 46 µM), for inactives: at the top dose activity change, negative = inhibition, actives largely listed as inhibitors. hit rate 2.1% among 360,000; also: % is scaled to controls: 0 for no effect and ±100 for the full control effect; nearly all actives have a fitted effect of over 60% in size
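A549 ARE_Fluc cells, 5000/well, 5% FBS OPTI-MEM; compounds in dose-response, 18-24 h at 37 °C/5% CO2; CellTiter-Fluor viability read (Ex 405/Em 525), then BugLite luciferase luminescence = Nrf2 activity.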
ATXN viability – viability counter-screen for ATXN expression inhibitors. hit rate 0.49% among 400,000. AID 651635. Potency, µM (series often up to 56.7 µM), hits mostly cytotoxic. S2 cells (HEK-293 line with an ATXN2-luciferase reporter) viability, CellTiter-Fluor protease fluorescence, 24 h; also: nearly all actives have a fitted effect of over 40% in size
ATXN2 expr inh – ATXN2 expression inhibition; hit rate 0.72% among 360,000; Potency, µM (highest dose often 57 µM), inactives show top-dose activity change, negative = inhibition, usual class: inhibitors; HEK-293 ATXN2-luciferase reporter, luminescence, 24 h; also: % is scaled to controls: 0 for no effect and ±100 for the full control effect; nearly all actives have a fitted effect of over 55% in size
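qHTS (up to 57 uM final) was run with 24 h compound exposure of reporter cells at 37 °C. Each well was multiplexed: SteadyGlo luminescence measured ATXN2-luciferase expression after a fluorogenic Gly-Phe-AFC viability readout (25 uM final).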
MCF10A rereplic – inducers of DNA re-replication in MCF 10A breast cells. Potency, µM (titrated, usually from 46.1 µM), without a hit: top-dose activity, positive = re-replication, most hits filed as activators. hit rate 2.9% among 350,000. AID 624296. MCF 10A DNA re-replication, Hoechst nuclear intensity, 48 h; also: % of control where 0% means no effect; nearly all actives have a fitted effect of over 50% in size
EPAC2 antagonist – EPAC2 (human) antagonism. hit rate 0.18% among 360,000. EPAC2 GEF exchange of Rap1B-BODIPY-GDP, fluorescence. Potency, µM (top dose mostly 114 µM), for inactives: at the top dose activity, negative = inhibition, most hits filed as inhibitors. Q8WZA2; also: % is scaled to controls: 0 for no effect and ±100 for the full control effect; nearly all actives have a fitted effect of over 45% in size; many of its hits are not listed in these tables
Target sequence (Q8WZA2 whole entry, looked up): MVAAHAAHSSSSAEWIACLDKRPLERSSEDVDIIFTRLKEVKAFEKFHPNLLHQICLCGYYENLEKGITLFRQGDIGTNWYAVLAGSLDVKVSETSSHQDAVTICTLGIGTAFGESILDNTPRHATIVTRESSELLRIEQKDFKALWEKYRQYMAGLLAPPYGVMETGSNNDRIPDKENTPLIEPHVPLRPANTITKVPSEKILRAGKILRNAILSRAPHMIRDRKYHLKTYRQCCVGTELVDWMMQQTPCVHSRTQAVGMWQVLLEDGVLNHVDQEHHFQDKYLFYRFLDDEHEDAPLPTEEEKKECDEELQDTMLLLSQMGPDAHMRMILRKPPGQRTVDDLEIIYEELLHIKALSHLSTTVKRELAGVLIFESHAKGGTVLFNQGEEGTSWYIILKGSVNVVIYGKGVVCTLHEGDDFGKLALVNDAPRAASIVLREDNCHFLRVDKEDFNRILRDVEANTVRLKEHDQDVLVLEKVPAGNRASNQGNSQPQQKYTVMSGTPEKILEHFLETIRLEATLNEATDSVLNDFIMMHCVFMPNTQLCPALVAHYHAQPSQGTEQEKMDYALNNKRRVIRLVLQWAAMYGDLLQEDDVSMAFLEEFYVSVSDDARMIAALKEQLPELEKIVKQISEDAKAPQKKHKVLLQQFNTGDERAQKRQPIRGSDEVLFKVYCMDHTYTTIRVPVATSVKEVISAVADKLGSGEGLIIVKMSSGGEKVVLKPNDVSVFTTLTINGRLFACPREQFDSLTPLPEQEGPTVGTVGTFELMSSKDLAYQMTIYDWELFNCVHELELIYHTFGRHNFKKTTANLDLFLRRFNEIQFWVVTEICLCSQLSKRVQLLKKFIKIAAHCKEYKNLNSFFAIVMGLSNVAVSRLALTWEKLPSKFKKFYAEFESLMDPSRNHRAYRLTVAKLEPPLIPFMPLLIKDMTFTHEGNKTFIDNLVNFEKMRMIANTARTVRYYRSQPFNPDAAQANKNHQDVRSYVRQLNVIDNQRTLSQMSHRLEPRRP
A549 tox – A549 cytotoxicity, counter-screen for Nrf2 inhibitors; A549 ARE-Fluc cells, CellTiter-Fluor viability, 18-24 h; Potency, µM (series often up to 46 µM), for inactives: top-dose activity change, negative = cytotoxicity, usual class: inhibitors; hit rate 0.16% among 390,000; also: % is scaled to controls: 0 for no effect and ±100 for the full control effect
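A549 ARE-Fluc cells in 5% FBS OPTI-MEM, 5000 cells/well, rested 2 h then exposed to compounds in concentration-response for 18-24 h at 37 °C. Viability by CellTiter-Fluor fluorescence (Ex 405/Em 525) after 30 min; luciferase luminescence (BugLite, 15 min, RT) read afterwards.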
Numbers without * were called inactive; i = inactive; ? = inconclusive; · = no result given; & = joins results of further samples; [ ] = remark or other dose. Calls follow the shape of the dose curve; as a rule, active = well fitted curve in the direction sought with a large enough effect; inconclusive = small, poorly fitted or top-dose-only effect, or another doubt; inactive = no such curve, though single readings can be large; an effect the other way counts as inactive or inconclusive. Potency is read from the fitted curve at half-maximal effect. These rows are one share of the data; the hit share may differ from the screen's.

SMILES	TGFb inhibitor	HepG2 tox	Nrf2 ARE act	Nrf2 inh	ATXN viability	ATXN2 expr inh	MCF10A rereplic	EPAC2 antagonist	A549 tox
CCCn1c(SCC(=O)c2c[nH]c3ccccc23)nnc1-c1ccncc1	4.9%	-0.3%	2.5%	10.4%	i	1.4%	-4.1%	17.5%	-0.2%
Cn1c(NCc2ccccc2)nc2c1c(=O)n(Cc1ccccc1)c(=O)n2C	23.0%	-15.8%	-0.3%	0.8%	i	-13.3%	3.1%	-13.5%	1.7%
Cc1cc(NC(=O)CSc2nc3c(C)cccc3cc2C#N)no1	-3.5%	8.9%	1.9%	-13.8%	·	-10.2%	?	1.3%	0.1%
COc1ccc(N2CC(C(=O)Nc3c4c(nn3-c3ccc(OC)cc3)CS(=O)(=O)C4)CC2=O)cc1 (stereo not drawn)	17.4%	-79.2%	0.0%	14.4%	i	5.5%	-1.1%	4.8%	3.2%
CC12CCC(C(=O)NCCCN3CCOCC3)(C(Br)C1=O)C2(C)C (stereo not drawn)	1.6%	-4.6%	2.5%	-4.0%	?	-9.9%	-7.6%	-1.6%	4.0%
O=C(OCC(=O)c1ccccc1Br)c1ccccn1	12.4%	0.7%	-0.5%	?	i	2.0%	1.3%	4.2%	-5.4%
Cc1nc(C)c(-c2ccn(S(=O)(=O)c3ccc(Cl)cc3)n2)o1	-10.8%	-27.8%	0.2%	-2.8%	i	?	-0.4%	-19.6%	12.4%
COC(=O)c1ccc(NC(=S)N2CCN(C(=O)c3ccco3)CC2)cc1	6.9%	-2.7%	-0.6%	17.8%	i	8.1%	0.1%	2.2%	0.2%
O=C(Nc1nnc(-c2ccccc2)s1)c1cccc(S(=O)(=O)N2CCOCC2)c1	5.7%	27.4%	-0.2%	2.1%	i	9.5%	2.5%	3.3%	-7.1%
O=C(O)c1cccc(N2C(=O)C=CC2=O)c1	4.4%	-20.1%	2.4%	·	i	·	·	11.0%	·
O=C(Nc1ccc(F)cc1)c1cc(-c2ccccn2)nc2c(Cl)cccc12	1.7%	-8.9%	-0.1%	?	i	?	?	-1.9%	-13.3%
O=C1CCCN1CCCNc1nc2c(S(=O)(=O)c3ccc(Br)cc3)nnn2c2ccccc12	18.4%	1.3%	0.3%	-5.4%	i	2.6%	-0.3%	-6.0%	4.1%
COC(=O)c1ccc(NC(=O)COc2ccccc2OC)cc1	-11.3%	6.9%	-0.3%	-6.4%	i	-4.7%	11.3%	4.3%	-1.0%
COC(=O)c1ccc(CSc2nc3ccccc3s2)o1	-14.0%	0.2%	5.3%	?	i	58.8%[activator]	?	-1.7%	-1.8%
Cc1occc1C(=O)NNC(=O)c1ccccc1F	-9.7%	-72.5%	0.6%	9.8%	i	26.2%	-6.2%	4.3%	7.0%
Cn1cc(S(=O)(=O)NC[C@H]2O[C@@H](n3cnc4c(N)ncnc43)[C@H](O)[C@@H]2O)cn1	-1.6%	-1.0%	-0.3%	-3.6%	i	-9.0%	-4.4%	-26.4%	6.9%
CCc1cccc(C)c1NC(=O)CN(C)S(=O)(=O)c1ccc(-c2ccc(=O)[nH]n2)s1	12.4%	4.2%	0.3%	5.1%	i	4.7%	-1.7%	-10.8%	-2.5%
N/C(=N\OC(=O)Cc1ccccc1)c1ccccn1	0.0%	-26.4%	0.5%	?	i	37.5%[activator]	-1.9%	8.0%	-7.0%
O=C(c1ccccc1)[C@H]1CC=CC[C@H]1C(=O)O	1.3%	-2.7%	3.8%	14.1%	i	1.4%	4.6%	2.6%	-2.8%
O=S1(=O)CCO[C@H]2Cc3ccccc3[C@H]2N1Cc1cccc(C(F)(F)F)c1	?	11.6%&-20.0%	-0.5%	-0.8%	i	-12.8%	?	?	9.7%
CC1=NN(c2ccc(Br)cc2)C(=O)/C1=C/c1ccc(-c2ccccc2C(=O)O)o1	-6.7%	-14.0%	1.3%	0.0%	i	?	23.1µM*	-6.5%	10.2%
Fc1ccc(NC(=S)Nc2cccnc2)cc1	-3.3%	-3.8%	-0.1%	-13.6%	i	-8.4%	5.2%	8.4%	3.5%
COc1ccc(/C=C/C(=O)NCC(=O)N/N=C(/C)c2ccc(Cl)cc2)cc1	1.9%	-3.4%	-0.4%	4.5%	i	20.4%	-0.8%	-1.4%	-0.2%
CCOc1cc(N2CCOCC2)c(OCC)cc1NC(=O)c1ccc(OC(C)C)cc1	-8.8%	2.1%	2.1%	?	i	-20.5%	-5.6%	0.1%	-3.0%

Part of the list above in order of count of non-hydrogen atoms, low to high.
SMILES	TGFb inhibitor	HepG2 tox	Nrf2 ARE act	Nrf2 inh	ATXN viability	ATXN2 expr inh	MCF10A rereplic	EPAC2 antagonist	A549 tox
O=C(O)c1cccc(N2C(=O)C=CC2=O)c1	4.4%	-20.1%	2.4%	·	i	·	·	11.0%	·
O=C(OCC(=O)c1ccccc1Br)c1ccccn1	12.4%	0.7%	-0.5%	?	i	2.0%	1.3%	4.2%	-5.4%
COC(=O)c1ccc(CSc2nc3ccccc3s2)o1	-14.0%	0.2%	5.3%	?	i	58.8%[activator]	?	-1.7%	-1.8%
Cc1cc(NC(=O)CSc2nc3c(C)cccc3cc2C#N)no1	-3.5%	8.9%	1.9%	-13.8%	·	-10.2%	?	1.3%	0.1%
CCCn1c(SCC(=O)c2c[nH]c3ccccc23)nnc1-c1ccncc1	4.9%	-0.3%	2.5%	10.4%	i	1.4%	-4.1%	17.5%	-0.2%
Cn1c(NCc2ccccc2)nc2c1c(=O)n(Cc1ccccc1)c(=O)n2C	23.0%	-15.8%	-0.3%	0.8%	i	-13.3%	3.1%	-13.5%	1.7%
O=C(Nc1nnc(-c2ccccc2)s1)c1cccc(S(=O)(=O)N2CCOCC2)c1	5.7%	27.4%	-0.2%	2.1%	i	9.5%	2.5%	3.3%	-7.1%
CCc1cccc(C)c1NC(=O)CN(C)S(=O)(=O)c1ccc(-c2ccc(=O)[nH]n2)s1	12.4%	4.2%	0.3%	5.1%	i	4.7%	-1.7%	-10.8%	-2.5%

Continued.
SMILES	TGFb inhibitor	HepG2 tox	Nrf2 ARE act	Nrf2 inh	ATXN viability	ATXN2 expr inh	MCF10A rereplic	EPAC2 antagonist	A549 tox
N#C/C(=C\c1ccc(Cl)s1)C(=O)N1CCN(c2ccccc2)CC1	-7.6%	-0.6%	0.3%	-0.2%	i	5.3%	?	4.9%	1.5%
C/C(N)=C(/C#N)C(=O)COC(=O)C(c1ccccc1)c1ccccc1	0.2%	-2.2%	-0.3%	?	?	-19.0%	0.2%	2.9%	?
Cc1nc(CS(=O)c2ccc(Cl)cc2)cc(N2CCOCC2)n1 (stereo not drawn)	4.1%	-11.2%	2.4%	5.9%	i	-1.4%	-3.2%	-2.8%	-3.6%
Cc1ccc([N+](=O)[O-])cc1S(=O)(=O)Nc1ccc(C(=O)N2CCN(C(=O)c3ccco3)CC2)cc1	-1.8%	-11.9%	0.6%	?	i	5.7%	4.8%	0.7%	-9.2%
CC1CN(C2CCCCC2)C(=S)NC1=O (stereo not drawn)	31.1%[activator]	11.5%	-0.2%	-0.5%	i	-0.3%	-28.9%	0.8%	0.7%
COc1cccc(-c2cnc3c(NC=O)cc(-c4cccc(C(=O)N(C)C)c4)cn23)c1	3.55µM*	-38.6%	-0.4%	·	i	0.0%	·	-14.1%	·
Cc1cccc(C(=S)N2CCOCC2)n1	-2.4%	6.4%	-1.5%	2.8%	i	0.0%	3.9%	5.8%	-1.3%
CCc1ccc(NC(=O)C(=O)N/N=C(\C)CC(=O)NCCOC)cc1	11.3%	-2.0%	-0.3%	?	i	0.4%	-1.5%	3.5%	5.0%
CCCCc1nc2cc(C(=O)NCc3cn(C)nc3C)ccc2o1	?	-12.2%	0.0%	?	i	-3.6%	0.5%	0.4%	-5.6%
Cn1c(NNC(=O)c2ccccc2F)cc(=O)n(C)c1=O	-13.9%	-44.9%	-1.1%	0.0%	i	·	-1.5%	-0.4%	0.0%
COc1ccc(S(=O)(=O)N2CCN(CC(=O)Nc3cccc(F)c3)CC2)cc1	?	1.6%	-0.3%	3.6%	i	0.7%	-2.8%	-4.5%	-3.2%
COCCN1C(=O)c2ccccc2C(C(=O)NCCN(C)C)C1c1ccc(F)cc1 (stereo not drawn)	2.3%	-11.6%	-0.4%	9.5%	i	-2.0%	-4.2%	-4.8%	8.2%
Cc1ccc(Nc2n[nH]c(C)c2[N+](=O)[O-])cc1	-4.4%	0.0%	5.2%	?	i	69.0%[activator]	-0.5%	-2.2%	-3.4%
CCOC(=O)c1[nH]ncc1CN1CCCC(C(=O)c2cc(Cl)ccc2OC)C1 (stereo not drawn)	-2.0%	-21.3%	3.8%	-1.5%	i	·	13.6%	-8.1%	-9.2%
Cc1ccc(-n2[nH]c(C)c(C=Nc3ccc4[nH]c(=O)[nH]c4c3)c2=O)cc1C	-5.6%	-83.8%	6.4%	·	i	1.4%	?	?	?
O=C(Nc1ccc(-c2nnc(-c3ccco3)o2)cc1)C(c1ccccc1)c1ccccc1	-9.5%	-13.5%	0.2%	?	?	-7.2%	?	6.5%	-12.5%
CCN(CC)c1cc(Cl)nc(N)n1	?	-16.8%	0.6%	0.0%	i	·	0.6%	1.3%	0.0%
CCNC(=O)NC(=O)C(C)OC(=O)Cc1coc2cc3c(cc12)CCC3 (stereo not drawn)	-11.5%	-12.1%	-0.7%	1.2%	i	-13.6%[11.3 µM]	0.6%	3.1%	1.5%
Cc1ccc(CCNC(=O)C2COc3ccccc3C2)cc1 (stereo not drawn)	?	-21.2%	5.4%	·	i	11.5%	·	·	8.6%
CC(=O)Nc1ccc(NS(=O)(=O)c2c(C)nc3sccn3c2=O)cc1	6.6%	-0.4%	-0.3%	28.7%	·	·	·	·	0.4%
CC(C)(C)N(NC(=O)OCc1ccccc1)C(=O)c1ccccc1Cl	-7.2%	-5.4%	-0.8%	-2.3%	?	3.7%	2.9%	14.1%	-5.5%
CCOC(=O)N1CCC2(CC1)OC(=O)C(C)=C2C(=O)NCc1cccc(F)c1	1.2%	-2.1%	-0.7%	?	·	·	·	·	15.0%

Screens deposited in PubChem BioAssay by National Center for Advancing Translational Sciences (NCATS).
